Bioassay records (PubChem BioAssay)
KCNH2 WT inh – blocks the wildtype human KCNH2 potassium channel. AID 720551. 340,000 compounds, 0.37% hits. Q12809. activity change, % at 1.84 µM. U2OS, BacMam KCNH2, thallium flux FluxOr; stronger effect = lower value;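 active = maximum activity change below -70%; inconclusive = maximum activity change between -70% and -50%; inactive = maximum activity change above -50%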; also: % is scaled to controls: 0 for no effect and ±100 for the full control effect
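U2OS cells were transduced with wild-type KCNH2 virus (2.03 x 10^8 / mL) for 4 h at room temperature, then cultured overnight at 37 C. Thallium flux was read with FluxOr dye. Rate constants were normalized to DMSO controls.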
Tb PFK block – inhibitors of T. brucei phosphofructokinase | AID 485367 | 330,000 compounds, 0.17% hits | T. brucei PFK, ADP-Glo luminescence | Potency, µM (series often up to 57.5 µM), for the others: at the highest dose activity, negative = inhibition, usual class: inhibitors | O15648;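 also: potency is read from the fitted curve at half-maximal effect; 0% = uninhibited 1x PFK enzyme wells and -100% = no-enzyme wells; nearly all actives have a fitted effect of over 60% in size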
Target sequence (O15648 whole entry, looked up): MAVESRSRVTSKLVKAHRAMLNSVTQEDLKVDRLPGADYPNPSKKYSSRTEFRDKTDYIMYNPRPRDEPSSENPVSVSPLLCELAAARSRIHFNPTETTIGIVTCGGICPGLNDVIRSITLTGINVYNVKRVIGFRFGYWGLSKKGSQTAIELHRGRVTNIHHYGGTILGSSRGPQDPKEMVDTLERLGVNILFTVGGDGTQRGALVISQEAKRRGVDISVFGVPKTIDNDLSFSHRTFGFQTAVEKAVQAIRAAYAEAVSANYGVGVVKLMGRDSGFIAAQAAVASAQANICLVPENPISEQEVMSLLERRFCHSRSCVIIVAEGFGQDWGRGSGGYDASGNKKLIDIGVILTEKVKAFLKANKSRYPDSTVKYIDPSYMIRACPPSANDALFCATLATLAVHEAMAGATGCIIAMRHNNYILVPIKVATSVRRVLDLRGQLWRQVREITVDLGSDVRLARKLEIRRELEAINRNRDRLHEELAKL
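Activity is normalized to no-enzyme wells (full inhibition) and 1.25 nM enzyme wells (no inhibition). Reaction: 0.5 mM F6P, 0.1 mM ATP, 45 min RT, ADP-Glo luminescence; concentration-response curves fitted and classed by quality.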
TCR activator – activators of T cell receptors; primary human leukocytes, anti-CD3, IL-2 HTRF, 48 h; Potency, µM (titrated, usually from 9.22 µM), without a hit: top-dose activation of IL-2 secretion, usual class: activators; 330,000 tested, under 10 active; AID 504894; also: % of control where 0% means no effect
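Using a-CD3 beads without co-stimulation, primary human leukocytes were exposed to compounds for 48 hr. An HTRF IL-2 kit measured the cytokine, with europium-to-d2 energy transfer producing emission at 665nm upon 320nm excitation.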
TSHR antag – blocks TSH signaling through the human TSH receptor; TSHR-expressing cells, TSH-stimulated cAMP HTRF, 2 h; stronger effect = lower value; activity change, negative = inhibition, % at 11.5 µM; 330,000 compounds, 0.2% hits; AID 504810;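 active = activity change below a set negative limit, meaning inhibition stronger than a set level, cut at about -70% in these data; inconclusive = activity change between two set negative limits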; also: % is scaled to controls: 0 for no effect and ±100 for the full control effect
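Cell-based HTRF cAMP assay; TSHR cells + compound, TSH EC80 (4nM final), 2 h, 37 deg C. Lysis with anti-cAMP cryptate and cAMP-d2, 30 min RT, read 665/620 nm.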
Giardia kill – Giardia lamblia killing; activity change, % at 7.66 µM, hits read low; Giardia lamblia trophozoite viability; 340,000 compounds, 0.15% hits; in the data active = activity change below about -80%; inconclusive = between about -30% and that limit;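 also: parasites exposed to compound for two days anaerobically before the ATP read; % is scaled to controls: 0 for no effect and ±100 for the full control effect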
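Giardia lamblia trophozoites (100 cells/well) were incubated with compounds for 48 h at 37 deg C under anaerobic conditions. Viability was read as ATP content by one-step luminescence after 15-30 min at room temperature.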
CXXC DNA block – blocks binding of human MLL CXXC domain to DNA; Q03164; MLL-CXXC / FITC-HOXA9 DNA fluorescence polarization; Potency, µM (highest dose often 115 µM), for the others: at the top dose activity change, negative = inhibition, actives largely listed as inhibitors; 290,000 compounds, 0.037% hits; AID 2662; active = well fitted inhibition curve with a large enough effect in the polarisation, with a control signal flat, not every such curve was filed as active; inconclusive = small, poorly fitted or top-dose-only effect, or effect the other way, or a change in a side signal; inactive = no such curve, though single readings can be large or run the other way; the % refers to the polarisation; also: potency is read from the fitted curve at half-maximal effect
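Fluorescence polarization: 7 uM MLL-CXXC (stock) preincubated 5 min with compounds, then 50 nM fluorescein-HOX-A9 DNA (stock) added; 30 min ambient. Buffer 50 mM Tris-HCl pH 7.5, 50 mM NaCl, 1 mM DTT, 0.05% BSA.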
A-T KAP1 phos – potential ataxia-telangiectasia treatments restoring KAP-1 phosphorylation | […] A-T fibroblasts, KAP-1 phosphorylation AlphaLISA; neocarzinostatin DNA damage 30 min before lysis | 320,000 compounds, 0.19% hits | Potency, µM (highest dose often 57.5 µM), for inactives: top-dose activation, actives largely listed as activators | AID 485349; also: potency is read from the fitted curve at half-maximal effect; % of control where 0% means no effect; nearly all actives have a fitted effect of over 45% in size
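hTERT-immortalized A-T patient fibroblasts ([…]), 500 cells/well in OPTI-MEM, 1% FBS, got compounds for 60 min, then NCS for 30 min at 37C. Lysates were then assayed for phospho-KAP-1 by AlphaLISA (anti-pKAP1 donor, anti-KAP1 acceptor beads), 6 hr at 25C.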
BCR signal inh – inhibitors of chronic active B-cell receptor signaling | AID 493014 | ABC-DLBCL IkBa-CBG/CBR reporter, luminescence ratio, 4 h | Potency, µM (titrated, usually from 46.1 µM), for inactives: top-dose ratio change, negative = lower green/red ratio, most hits filed as inhibitors | 340,000 compounds, 0.05% hits; active = well fitted inhibition curve with a large enough effect in the signal ratio, with a control signal flat, not every such curve was filed as active; inconclusive = small, poorly fitted or top-dose-only effect, or effect the other way, or a change in a side signal; the % refers to the signal ratio;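 also: potency is read from the fitted curve at half-maximal effect; plate controls were basal doxycycline-induced cells for no effect and cells given 10 µM MG132 for full effect; MG132 reads +100%, hits lower the ratio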
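Compounds up to 46 uM were incubated four hours with TMD8 cells whose green CBG68 luciferase is fused to IkappaBalpha; red CBR luminescence normalised the signal, and concentration-effect curves were fitted to fusion, red and ratio data.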
Coupling enz – coupling enzyme interference in Giardia aldolase counter-screen; coupling enzyme system counterscreen, AmpLite Red fluorescence; activity change, negative = inhibition, % at 58.2 µM, hits read low; 290,000 compounds, 0.67% hits; AID 2472; in the data active = activity change below about -30%; also: % is scaled to controls: 0 for no effect and ±100 for the full control effect
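Counterscreen of the coupled detection system alone, without aldolase: glyceraldehyde-3-phosphate coupling enzymes plus AmpLite Red readout. Compounds at 57.5 uM final, 10 min RT preincubation, 20 min RT reaction, fluorescence 525/598 nm.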
GALK inh – galactokinase (human) inhibition; P51570; Purified GALK, Kinase-Glo residual ATP luminescence; 270,000 compounds, 0.007% hits; Potency, µM (highest dose often 57.5 µM), for the others: at the top dose activity change, negative = inhibition, most hits filed as inhibitors; also: potency is read from the fitted curve at half-maximal effect; % is scaled to controls: 0 for no effect and ±100 for the full control effect
Target sequence (P51570 whole entry, looked up): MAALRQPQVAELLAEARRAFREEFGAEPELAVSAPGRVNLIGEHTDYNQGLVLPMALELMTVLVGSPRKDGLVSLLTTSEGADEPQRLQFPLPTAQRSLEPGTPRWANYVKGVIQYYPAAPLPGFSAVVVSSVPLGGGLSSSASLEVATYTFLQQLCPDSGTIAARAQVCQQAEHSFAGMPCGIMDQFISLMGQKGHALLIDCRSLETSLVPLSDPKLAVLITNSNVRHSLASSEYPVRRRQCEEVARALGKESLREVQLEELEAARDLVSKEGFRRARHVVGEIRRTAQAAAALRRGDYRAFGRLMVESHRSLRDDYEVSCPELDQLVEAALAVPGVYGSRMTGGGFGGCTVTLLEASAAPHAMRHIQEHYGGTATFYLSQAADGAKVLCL
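5 nM enzyme, 35 uM ATP, 100 uM galactose, 20 mM HEPES pH8.0, 5 mM MgCl2; 1 h RT; residual ATP by Kinase-Glo Plus luminescence, qHTS format.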
Active calls of the source: *; u = inconclusive; x = not tested or not shown; & = joins results of further samples; [ ] = remark or other dose. Unless noted, calls follow the shape of the dose curve; as a rule, active = well fitted curve in the direction sought with a large enough effect; inconclusive = small, poorly fitted or top-dose-only effect, or another doubt; inactive = no such curve, though single readings can be large; an effect the other way counts as inactive or inconclusive.

molecule,BCR signal inh,A-T KAP1 phos,TSHR antag,Giardia kill,KCNH2 WT inh,Coupling enz,Tb PFK block,CXXC DNA block,TCR activator,GALK inh
Cc1cccc2nc(-c3ccco3)oc(=O)c12,u,-7%,4,13,3,1,-3%,15%,-7%,1%
CCC(=O)N/C=C/n1cnc2cc(C(F)(F)F)ccc21,u,4%,-2,19,25,2,5%,-5%,10%,6%
COC(=O)c1ccc(NC(=O)CN2CCN(S(=O)(=O)c3cc(Cl)ccc3OC)CC2)cc1,-3%,22%,3,-7,-12,-5,3%,-1%,-28%,0%
COc1ccc(-c2[nH]ncc2CN(Cc2nccn2C)C(C)C)cc1F,-2%,0%,-3,x,x,3,-6%,1%,x,11%
CCCCOC(=O)C1=C(C)Nc2ncnn2C1c1cc(OC)ccc1OC (stereo not drawn),0%,5%,-13,-7,2,x,-1%,-12%,-3%,-1%
COc1ccc(OC)c(NC(=O)Cn2c(CCC(=O)O)ccc2-c2cccs2)c1,x,x,x,0,-3,3,x,-3%,-1%,3%
COc1ccccc1-c1nnc(SCC(=O)Nc2ccc(N3CCOCC3)cc2)n1N,u,-18%,-10,-15,7,x,4%,x,-5%[46.1 µM],x
O=C(NCCn1ccc2ccccc21)c1ccc(S(=O)(=O)N2CCOCC2)cc1,1%,4%,6,5,8,1,-2%,1%,1%,-3%
CCNc1nc(NC(C)C)nc(N(C#N)CCOc2ccccc2)n1,u,4%,3,6,-7,-4,-4%,5%,9%,-2%
Cc1ccc(-c2nnc(SCC(=O)N/N=C/c3c(C)nn(-c4ccccc4)c3C)n2-c2ccccc2)cc1,-5%,6%,-3,-2,-2,9,-5%,-2%,-5%[46.1 µM],2%
CC(C)(C)c1ccc(C(=O)NCCCNC(=O)c2ccco2)cc1,-8%,-7%,4,-2,-1,3,-1%,5%,2%,6%
Cc1nc(C)n(CC(=O)c2ccc(Cl)cc2Cl)n1,2%,0%,-7,3,0,0,1%,-4%,1%,-2%
CN1CCC2(CC1)N=C(c1ccc(F)cc1)C(=S)N2C(=O)c1ccc(C(C)(C)C)cc1,-17%,27%,20,-2,20,-2,-1%,u,1%[46.1 µM],-2%
O=C1N(Cc2ccccc2)CCCC12CCCN(Cc1ccccc1)C2=O,7%,3%,8,7,-2,1,-4%,-4%,-5%,0%
O=C(Nc1cccc(O)c1)c1cc(-c2ccco2)on1,u,3%,-6,-20,5,4,1%,12%,2%,-1%
COc1ccccc1-n1c(SC)nc2c(sc(=S)n2-c2ccccc2)c1=O,1%,2%,1,12,-8,0,6%,0%,-5%,1%
O=C(c1ccc(Cl)cc1)N1CCC(O)(CSc2ccc(Cl)cc2Cl)CC1,u,-4%,11,-4,-1,-6,-21%,-3%,2%,0%
CCCCNC(=S)N(C)/N=C/c1ccc(F)cc1,u,1%,0,2,-3,-8,9%,u,1%[46.1 µM],-3%
COc1ccc(/C=N/NC(=O)c2cccc(OC(F)(F)C(F)F)c2)cc1O,u,-10%,6,0,-1,1,1%,6%,-5%[46.1 µM],1%
O=C(Nc1ccc(Cl)c(Cl)c1)c1ccc(Cl)c(Cl)c1,u,-1%,-42,-10,5,-10,-13%,-6%,4%,-3%
C/C(=N\NC(=O)CCc1ccccc1)c1ccc(Br)cc1,-18%,3%,0,11,-2,1,-1%,-5%,3%,10%
N#Cc1ccsc1NC(=O)C1CCN(C(=O)c2ccc(F)cc2)CC1,1%,2%,-15,8,17,x,-13%,x,-1%,x
Cc1c(C#N)c(O)[nH]c(=O)c1N=Nc1ccc(Cl)c(C(=O)O)c1,0%,-7%,4,-23,-11,-1,5%,4%,-6%,-2%
CC(O)[C@H]1CNCCN1CC1(c2ccccc2)CC1 (stereo partly drawn),-17%,6%,-7,5,-3,x,-1%,x,4%,x
O=S(=O)(c1cccs1)N1CN(Cc2ccc(Cl)cc2)c2nc3ccccc3nc21,1%,-3%,-7,-9,6,5,-3%,34%[activator],5%,1%
c1ccc(CCCN2CCOCC2)cc1,1%,5%,13,-18,-12,2,2%,-5%,2%,0%
CCCCCC(=O)N/N=C/c1cccs1,u,-4%,7,0,9,-1,0%,-3%,0%,0%
COc1cccc(COC(=O)C2CCN(S(=O)(=O)c3cccs3)CC2)c1OC,u,6%,-6,-16,-3,x,-2%,x,2%,x
CC(C)C(=O)NC(Nc1cccc([N+](=O)[O-])c1)C(Cl)(Cl)Cl (stereo not drawn),-2%,-2%,-7,-8,0,1,-1%,1%,12%,1%
CC(=O)NS(=O)(=O)c1ccc(N2C(=O)c3ccccc3C2=O)cc1,4%,0%,-10,4,-3,-1,-6%,-3%,-5%,0%
O=C(O/N=C1\CCS(=O)(=O)c2sccc21)C1CC1,-22%,1%,4,-23,x,5,0%,18%,-7%,2%
CCC(=O)Nc1nnc(SCc2ccc(F)cc2)s1,u,-4%,-6,1,-14,0,0%,-8%,1%[46.1 µM],1%
CN(CC(=O)Nc1c(Cl)cccc1Cl)C(=O)c1cc(-c2cccs2)nn1-c1ccccc1,2%,4%,-7,-2,-2,x,-1%,x,5%,x
COc1ccc(NC(=O)Nc2ccc(N(C)C)cc2)cc1,u,0%,-3,-9,0,-5,-12%,8%,5%,7%
Cc1ccc(-n2c(CNc3ccc(F)cc3)nnc2SCC(=O)NCc2ccco2)cc1,6%,6%,-6,3,-6,1,-4%,-6%,x,-3%
Cc1ccc(CCNC(=O)CNC(=O)c2cccs2)cc1,1%,2%,1,-13,-9,3,0%,0%,1%,-2%

The last four compounds of the section before are carried over, then new ones follow:
molecule,BCR signal inh,A-T KAP1 phos,TSHR antag,Giardia kill,KCNH2 WT inh,Coupling enz,Tb PFK block,CXXC DNA block,TCR activator,GALK inh
CN(CC(=O)Nc1c(Cl)cccc1Cl)C(=O)c1cc(-c2cccs2)nn1-c1ccccc1,2%,4%,-7,-2,-2,x,-1%,x,5%,x
COc1ccc(NC(=O)Nc2ccc(N(C)C)cc2)cc1,u,0%,-3,-9,0,-5,-12%,8%,5%,7%
Cc1ccc(-n2c(CNc3ccc(F)cc3)nnc2SCC(=O)NCc2ccco2)cc1,6%,6%,-6,3,-6,1,-4%,-6%,x,-3%
Cc1ccc(CCNC(=O)CNC(=O)c2cccs2)cc1,1%,2%,1,-13,-9,3,0%,0%,1%,-2%
NCC[C@H](O)C(=O)N[C@@H]1C[C@H](N)[C@@H](O[C@H]2O[C@H](CN)[C@@H](O)[C@H](O)[C@H]2O)[C@H](O)[C@H]1O[C@H]1O[C@H](CO)[C@@H](O)[C@H](N)[C@H]1O,1%,14%,-6,-11,-7,2,0%,0%&-1%,-2%,x
CC(CCc1ccccc1)NC(=O)c1ccc2nc(N3CCOCC3)sc2c1 (stereo not drawn),-20%,2%,-15,1,4,-9,-1%,-15%,4%,-2%
COc1cc(CNc2nc3ccccc3n2C)cc(OC)c1OC,u,15%,-5,23,19,-1,0%,5%,-4%[46.1 µM],2%
Cc1ccc(Cn2c(=O)cc(C(=O)O)c3ccccc32)cc1,0%,-5%,6,14,0,17,2%,7%,x,2%
COCCCNC(NC(=O)c1ccc(Cl)cc1)C(Cl)(Cl)Cl (stereo not drawn),-7%,4%,5,-10,-10,1,-2%,-1%,2%,-2%
O=C(CCc1c[nH]c2ccccc12)NCc1ccc2c(c1)OCO2,-16%,x,21,-20,-7,4,-2%,10%,-1%,0%
